High-throughput results: PubChem, The Scripps Research Institute Molecular Screening Center
MITF inh – inhibitors of human MITF. inhibition, % at 2.6 µM. O75030. AID 1259374. hit rate 0.91% among 650,000. AlphaScreen MITF homodimerization, bead proximity signal; in the data active = inhibition above about 50%;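 also: 0% = vehicle wells with protein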
Target sequence (O75030 whole entry, looked up): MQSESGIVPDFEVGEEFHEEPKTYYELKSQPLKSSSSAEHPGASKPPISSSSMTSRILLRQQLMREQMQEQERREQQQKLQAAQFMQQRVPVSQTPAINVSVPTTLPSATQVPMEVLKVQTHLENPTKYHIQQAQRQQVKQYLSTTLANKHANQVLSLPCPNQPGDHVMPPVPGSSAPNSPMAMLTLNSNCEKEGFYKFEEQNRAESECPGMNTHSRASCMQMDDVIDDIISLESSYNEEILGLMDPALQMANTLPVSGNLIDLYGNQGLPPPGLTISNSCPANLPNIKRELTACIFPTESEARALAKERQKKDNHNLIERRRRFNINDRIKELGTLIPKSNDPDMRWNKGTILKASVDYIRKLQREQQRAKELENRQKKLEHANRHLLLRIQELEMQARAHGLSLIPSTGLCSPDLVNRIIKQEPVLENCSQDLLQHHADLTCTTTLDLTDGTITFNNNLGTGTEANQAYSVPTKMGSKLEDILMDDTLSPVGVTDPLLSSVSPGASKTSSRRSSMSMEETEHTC
TEAD-YAP inh – TEAD-YAP interaction inhibition; HEK-TIYL cells, TEAD-Gal4/YAP UAS-luciferase luminescence; inhibition, % at 9.12 µM; hit rate 1.4% among 640,000; AID 1259422; in the data active = inhibition above about 32%;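 also: 0% = median of test compound wells and 100% = reference inhibitor wells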
FBW7 act – activators of human E3 ligase FBW7. normalized activity (activation), % at 26.1 µM. AID 1259310. hit rate 0.13% among 650,000. Q969H0. AlphaScreen FBW7–phospho-cyclin E peptide binding, activator screen; in the data active = normalized activity above about 1.9%;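 also: purified mutant Fbw7 with reduced substrate affinity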
GPR151 ag – activators of human GPR151; PathHunter beta-arrestin GPR151 cells, luminescence; activation, % at 11.2 µM; hit rate 1% among 650,000; AID 1508602; in the data active = activation above about 4.9%;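 also: 0% = median of compound wells and 100% = cells with positive control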
Target sequence (Q8TDV0 whole entry, looked up): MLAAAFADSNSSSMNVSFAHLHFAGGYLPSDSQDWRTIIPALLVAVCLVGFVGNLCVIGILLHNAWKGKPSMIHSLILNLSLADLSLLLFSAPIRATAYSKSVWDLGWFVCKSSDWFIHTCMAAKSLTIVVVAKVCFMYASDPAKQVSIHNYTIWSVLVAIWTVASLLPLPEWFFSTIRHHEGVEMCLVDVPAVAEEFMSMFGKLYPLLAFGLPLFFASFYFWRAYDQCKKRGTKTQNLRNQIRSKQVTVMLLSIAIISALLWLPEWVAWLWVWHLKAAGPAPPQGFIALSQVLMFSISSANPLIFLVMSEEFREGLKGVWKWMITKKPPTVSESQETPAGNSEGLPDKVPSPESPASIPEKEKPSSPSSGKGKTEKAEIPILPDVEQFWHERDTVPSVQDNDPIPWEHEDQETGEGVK
An asterisk follows results filed as active; · = no result given.

SMILES	MITF inh	TEAD-YAP inh	FBW7 act	GPR151 ag
Cc1nn(-c2ccccc2)c(N2CCCC2)c1/C=N/O	0	7	-0.2	1.7
Cc1ccc(C(=O)NC(=S)NNC(=O)c2ccccc2)cc1	5	-5	-0.5	0.1
CCOC(=O)C(NC(=O)c1ccccc1OCC)(Nc1ccc(C(C)=O)cc1)C(F)(F)F (stereo not drawn)	-3	-13	0.2	-0.6
O=C(NCCCCCNC(=O)c1ccco1)c1ccco1	-16	-2	-0.2	-0.1
CSCC(=O)NCc1c(C)ncc2c1CCN(C(=O)c1c(F)ccc(F)c1F)C2	11	11	0.1	-0.9
Cc1ncn(-c2ccc(Nc3ncc4cccc(-c5ccc(C#N)cc5)c4n3)cc2)n1	1	5	-0.1	0.5
Cc1cc([N+](=O)[O-])c(N2CCCC2)c([N+](=O)[O-])c1	20	4	0.6	0.4
COc1ccc(C(=O)/C=C/Nc2ccc(F)c(F)c2)cc1	-13	-76	0.1	-0.8
CCOC(=O)C1=C(C)N=c2s/c(=C/c3ccc(-c4ccccc4C#N)o3)c(=O)n2C1c1ccccc1OC (stereo not drawn)	-16	3	0.0	-1.8
COC(=O)c1cc(-c2c[nH]c3ccccc23)no1	11	-19	0.9	-0.1
Cc1c(C(=O)Nc2ccc(C(F)(F)F)cc2)sc2ncn(Cc3ccccc3F)c(=O)c12	-4	-5	-0.2	0.3
CC(C)C(NC(=O)c1ccoc1)c1nnc2n1CCN(Cc1ccc(F)c(F)c1)CC2 (stereo not drawn)	-3	1	-0.1	-0.3
CCc1ccc(OCC(=O)O/N=C(\N)c2cccc([N+](=O)[O-])c2)cc1	1	7	0.1	0.2
CCCCOc1ccc(/C=c2\sc3nc(-c4cccnc4)nn3c2=O)cc1	2	-28	0.5	-0.6
c1cncc(C(c2nnnn2C2CCCCC2)N2CCN3CCCC3C2)c1 (stereo not drawn)	5	-18	-0.1	-1.2
COc1cc(CO)ccc1OCc1ccc(Br)cc1	0	-49	0.1	0.2
CC(C)(C)n1ncc2c(=O)n(CC(=O)N3CCCc4ccccc43)cnc21	3	-7	-0.3	0.2
COc1ccccc1CNC(=O)c1ccc2c(=O)n(CCC3=CCCCC3)c(=S)[nH]c2c1	-11	-12	-0.1	-0.1
CCSc1nc(N)c2c3c(sc2n1)CN(Cc1ccccc1)CC3	16	5	0.2	-0.3
Cc1ccc2c(nc3s/c(=C\c4ccc(Cl)cc4)c(=O)n32)c1C	-1	6	0.4	0.0
COc1ccc(N2C(=O)CN(Cc3ccccc3)CC2=O)cc1	8	0	0.6	0.3
CCOc1cc(/C=C(/C#N)C(=O)NCCc2c[nH]c3ccccc23)ccc1OCC(=O)OC	3	11	0.4	0.2
Cc1ccc(CC2SC(N3CCN(c4cccc(C)c4)CC3)=NC2=O)cc1 (stereo not drawn)	6	0	0.1	-0.5
CC1(C)Cc2ccccc2-c2nc(NCCCO)[nH]c(=O)c21	-3	1	-0.1	0.3
CC(=O)NC(c1ccc(Cl)cc1Cl)c1cc([N+](=O)[O-])c2cccnc2c1O (stereo not drawn)	58*	31	-1.8	0.8
CC1(C2CC2)NC(=O)N(Cc2cccc(F)c2)C1=O (stereo not drawn)	-3	3	-0.2	0.0
CC(=O)N1CCc2cc(Br)cc(S(=O)(=O)NCCc3ccccc3)c21	11	4	0.3	-1.3
COc1cccc(CN(C(=O)/C=C/c2ccccc2)C2CCS(=O)(=O)C2)c1 (stereo not drawn)	-2	-9	-0.1	0.9
O=C(Cn1cc(C(=S)N2CCOCC2)c2ccccc21)Nc1ccc2c(c1)OCO2	16	0	-0.2	0.5
COC(=O)C1=C(C)N(Cc2ccccc2)C(=O)NC1c1ccccc1[N+](=O)[O-] (stereo not drawn)	4	1	0.2	-1.3
CC1CC(Nc2ccccc2)c2ccccc2N1C(=O)c1ccccc1Cl (stereo not drawn)	8	11	-0.1	-0.2
N#CCOC(=O)c1ccccc1S(=O)(=O)N1CCCCC1	2	0	-0.1	1.8
COC(=O)CC12CC3CC(C1)CC(c1ccc([N+](=O)[O-])cc1)(C3)C2	5	8	0.0	0.0
COc1ccc2nc(N3CCCC(C(=O)NC4CCCCCCC4)C3)sc2c1 (stereo not drawn)	1	-6	0.0	1.8
O=C(NC(=S)Nc1ccccc1N1CCOCC1)c1ccc2c(c1)OCO2	34	7	0.5	-2.4
COc1cc2cc(CN(Cc3ccco3)C(=O)Nc3ccccc3)c(=O)[nH]c2cc1OC	6	5	0.1	0.0
CCc1ccccc1NC(=O)CN(C)S(=O)(=O)c1cc(Cl)ccc1Cl	1	-2	-0.2	-2.4
COc1ccc(/C=C2\C(=O)N(c3cc(Cl)ccc3Cl)N=C2C)cc1	-5	-3	-0.1	0.3
CCOc1ccc(C(=O)Nc2ccc(C(C)C)cc2)cc1OCC	8	-2	0.1	0.9
CC1CCCC(C)N1C(=O)CSc1nnnn1-c1ccc2c(c1)OCO2 (stereo not drawn)	4	0	-0.1	-1.3
COCC(C)n1c(C)cc(C(=O)COC(=O)/C=C/c2ccc(OCC#N)c(OC)c2)c1C (stereo not drawn)	14	12	0.0	1.3
O=C(CCn1c(=S)[nH]c2ccsc2c1=O)NCc1ccccn1	6	6	-0.2	-2.4
CC(O)CNc1nc2c(c(=O)n(C)c(=O)n2C)n1Cc1ccc(F)cc1 (stereo not drawn)	3	8	-0.1	-0.8
CCOC(=O)c1cnc2cc(-c3cccc(Br)c3)nn2c1C	-3	0	-0.1	-1.1
CC(C)CNC(=O)COC(=O)c1cc(Cl)cc(Cl)c1N	4	-5	0.0	-1.7
O=C(NCCCN1CCOCC1)c1cnc(N2CCN(c3ncccn3)CC2)c2ccccc12	5	0	0.8	-1.0
O=C1CC(c2ccc(Cl)cc2)Sc2nc(-c3ccccc3)nn21 (stereo not drawn)	5	-4	0.2	-0.3
O=C(Nc1ccc2c(c1)OCCO2)c1ccc(N2CC3CC(C2)c2cccc(=O)n2C3)c(NC(=O)c2ccccc2Cl)c1 (stereo not drawn)	-4	-7	-0.1	-0.9
COc1ccc(/C=C2\N=C(c3ccc(Cl)cc3)N(c3cc(C)cc(C)c3)C2=O)cc1OC	7	-4	0.1	0.8
OCc1nnc2n1N=C(c1ccc(Cl)cc1)CS2	-1	7	0.3	-1.4

Other compounds
SMILES	MITF inh	TEAD-YAP inh	FBW7 act	GPR151 ag
CCn1c(-c2ccc([N+](=O)[O-])cc2)csc1=Nc1cc(C)ccn1	0	-2	-0.1	0.3
CC(O)(CCn1cccn1)c1ccc2c(c1)CN(C(=O)Cn1nc3ccccc3n1)CCO2 (stereo not drawn)	12	1	-0.1	-1.1
COc1cc2nc(-c3ccc(C)c([N+](=O)[O-])c3)oc(=O)c2cc1OC	6	5	0.2	-0.7
Clc1ccccc1CN1CCN(c2ncccn2)CC1	21	-4	0.1	-0.2
N#Cc1ccc(OCC(=O)NNS(=O)(=O)c2ccc(Br)cc2)cc1	0	-3	-0.1	-1.5
O=C(O)CCCNC(=O)CC1S/C(=N/N=C/c2ccccc2O)NC1=O (stereo not drawn)	17	-2	0.0	-0.6
O=C(CSc1nccn1Cc1ccco1)Nc1nccs1	11	-28	-0.1	-1.2
COC(=O)CSc1nnc(-c2ccc(S(=O)(=O)N3CCC(C)CC3)cc2)o1	-3	-10	-0.2	0.5
CCCCCC1CC(C/C(C)=N\NC(N)=S)C(=O)O1 (stereo not drawn)	2	0	-0.4	0.4
Cc1ccc(N2CCN(C(=O)c3c(F)cccc3Cl)CC2)nn1	6	-8	0.1	1.1
O=C(Nc1nc(-c2ccccc2)c(C(=O)c2ccccc2)s1)c1ccccc1Oc1ccccc1	-1	3	-0.2	0.5
CCc1ccc(N(CC(=O)N2CCCCC2)S(C)(=O)=O)cc1	-7	-5	0.0	0.0
CCOC(=O)c1c(NC(=O)c2ccc(OC)c(Cl)c2)sc2c1CCCC2	8	3	0.1	0.2
Cc1ccc(NC(=O)N(Cc2cccnc2)Cc2ccco2)cc1C	13	1	0.2	-0.1
COc1cc(OC)cc(C(=O)Oc2cccc3ccc(C)nc23)c1	6	-1	0.1	0.6
Cc1sc2ncn(CC(=O)NCC(=O)N3CCN(c4ccccc4)CC3)c(=O)c2c1C	-11	2	0.2	0.1
O=c1[nH]c(=S)[nH]c(O)c1C=NCC1CCCCC1	-1	3	-0.1	-1.7
COc1ccc(S(=O)(=O)N(C)CC(=O)NC2CC2)cc1Cl	-4	-9	-0.1	1.3
COCCCNC(=O)c1cc(S(=O)(=O)N2CCCCC2)ccc1F	7	7	0.5	-0.5
N[C@@H](CCCP(=O)(O)O)C(=O)O	32	·	0.5	-2.2
COc1ccc(CC(=O)NNC(=O)c2ccncc2)cc1	14	4	-0.1	0.5
Cc1ccc(C)c(N2CCN(CCCNC(=O)Nc3ccccc3)CC2)c1	1	-1	-0.1	1.4
CCOc1ccccc1NC(=O)CN1CCC(n2nnc3cc(F)ccc32)CC1	8	-29	0.1	-0.8
CC(C)C[C@H]1NC(=O)[C@@H]2C[C@H](NCc3ccc4ncccc4c3)CN2C1=O	13	3	0.9	0.6
Cn1c(=O)c2c(nc(NCCOCCO)n2Cc2ccc(Cl)c(Cl)c2)n(C)c1=O	-3	-10	-0.2	5.2*
CCOC(=O)CSc1nnc(CSc2nc3sc4c(c3c(=O)[nH]2)CCC4)n1-c1ccccc1	8	10	0.8	-1.1
O=C(NN(c1ccccc1)c1nc2ccccc2s1)c1ccc([N+](=O)[O-])cc1	11	11	0.2	0.1
CC(=O)Nc1ccc(-c2ccncc2)c(C(=O)Nc2ccc3[nH]ncc3c2)c1	25	4	1.0	-0.3
C#CCOC(=O)CCCN1C(=O)c2cccc3cccc(c23)C1=O	-9	7	0.1	0.5
CC(C)C1=CC2=CCC3[C@](C)(CCC[C@]3(C)C(=O)O)C2CC1 (stereo partly drawn)	8	-13	0.1	-1.6
Cc1cc(/C=C(/C#N)C(=O)NCc2ccccc2)c(C)n1-c1ccc(O)cc1	-2	-17	-0.1	1.0
N=c1n(CCO)c2ccccc2n1Cc1ccccc1Cl	21	0	1.2	-1.8
Cc1ccc(N(C(=O)c2cnccn2)C(C(=O)Nc2ccc(F)cc2)c2ccccc2)cc1 (stereo not drawn)	-68	5	0.0	0.4
Cn1nccc1Nc1nccc(NC2CC2)n1	-8	-4	-0.1	-3.0
c1ccc(CNCC2OCCc3ccccc32)cc1 (stereo not drawn)	7	-6	0.0	0.4
COc1cc(C)c(C)cc1S(=O)(=O)N(Cc1ccsc1)Cc1ccccn1	9	7	0.1	1.1
O=C(CNC(=S)N(CCCN1CCOCC1)Cc1cccs1)NCC1CCCO1 (stereo not drawn)	-2	5	0.0	0.0
Fc1ccccc1N1CCN(c2c3c(nc4ncnn24)CCC3)CC1	11	8	0.4	-0.8
COc1ccc(OCCCC(=O)Nc2ccc(Br)cc2)cc1	8	1	0.6	2.9
CCOC(=O)C1(Cc2ccccc2)CCN(Cc2ccon2)CC1	1	2	0.0	0.2
CCCCOc1cc(C)cc2oc(=O)c(CC(=O)OC)c(C)c12	-1	9	0.4	-1.1
CC1=C(C(=O)OCCc2ccccc2)C(c2ccc(Cl)c([N+](=O)[O-])c2)C2=C(CCCC2=O)N1 (stereo not drawn)	2	-6	0.0	4.3
CCc1c(C)nc2cc(-c3ccc(OC)c(OC)c3)nn2c1NCCCn1ccnc1	13	-51	0.1	6.3*
C/C(=N\Nc1nnc(C(C)(C)C)c(=O)[nH]1)c1ccc(Br)cc1	6	-5	-0.1	1.9
COC(=O)C1=C(C(=O)OC)[C@@H]2N(C)c3ccccc3[C@@]23C[C@@H](C(=O)OC)N(C(=O)NC2CCCC2)C3=N1	4	·	0.0	-1.8
Cc1cc(C(F)(F)F)nn1CCCNC(=O)c1ccccc1[N+](=O)[O-]	10	-5	0.1	1.7
COc1ccc(N2CC(C(=O)NCCCOC(C)C)CC2=O)cc1 (stereo not drawn)	5	4	0.6	-0.6
O=S(=O)(NCCSCc1ccco1)c1ccc2c(c1)OCCO2	-8	-7	-0.1	-0.5

Of the compounds above, these contain a COOH group.
SMILES	MITF inh	TEAD-YAP inh	FBW7 act	GPR151 ag
O=C(O)CCCNC(=O)CC1S/C(=N/N=C/c2ccccc2O)NC1=O (stereo not drawn)	17	-2	0.0	-0.6
N[C@@H](CCCP(=O)(O)O)C(=O)O	32	·	0.5	-2.2
CC(C)C1=CC2=CCC3[C@](C)(CCC[C@]3(C)C(=O)O)C2CC1 (stereo partly drawn)	8	-13	0.1	-1.6

Quoted at random: 2 records from the list, in no set order.
SMILES	MITF inh	TEAD-YAP inh	FBW7 act	GPR151 ag
COc1ccc(N2CC(C(=O)NCCCOC(C)C)CC2=O)cc1 (stereo not drawn)	5	4	0.6	-0.6
O=S(=O)(NCCSCc1ccco1)c1ccc2c(c1)OCCO2	-8	-7	-0.1	-0.5

Entries of single compounds, looked up by structure. Screens in order: MITF inh | TEAD-YAP inh | FBW7 act | GPR151 ag
`O=S(=O)(NCCSCc1ccco1)c1ccc2c(c1)OCCO2` reads -8 | -7 | -0.1 | -0.5
`O=C(CNC(=S)N(CCCN1CCOCC1)Cc1cccs1)NCC1CCCO1` (stereo not drawn) reads -2 | 5 | 0.0 | 0.0
`COc1cc(C)c(C)cc1S(=O)(=O)N(Cc1ccsc1)Cc1ccccn1` reads 9 | 7 | 0.1 | 1.1
`COc1cc2cc(CN(Cc3ccco3)C(=O)Nc3ccccc3)c(=O)[nH]c2cc1OC` reads 6 | 5 | 0.1 | 0.0
`OCc1nnc2n1N=C(c1ccc(Cl)cc1)CS2` reads -1 | 7 | 0.3 | -1.4
